Screens as filed in PubChem.
PAFAH1B2 FP inh = PAFAH1B2 (human) inhibition; P68402; recombinant PAFAH1B2, FP-rhodamine activity probe, fluorescence polarization; inhibition, % at 3.39 µM; 340,000 compounds, 1.2% hits; AID 492953;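 active = inhibition above the mean of all tested compounds plus 3 SD, cut at about 24% in these data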;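 also: 0% = enzyme with DMSO and 100% = wells lacking PAFAH1B2; many of its hits are not listed in these tables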
PAD4 FP inh = blocks human protein arginine deiminase 4. Q9UM07. recombinant PAD4, RCA probe fluorescence polarization. inhibition, % at 6.36 µM. 330,000 compounds, 0.41% hits. AID 485272;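 active = percent inhibition above a cutoff equal to the mean of all tested compounds plus 3 SD, cut at about 15% in these data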;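 also: 0% = PAD4 with RCA probe and DMSO and 100% = probe without PAD4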
GSTO1 inh = counter-screen for RBBP9 inhibitors: inhibitors of human GSTO1. P78417. recombinant GSTO1, activity-based probe fluorescence polarization. inhibition, % at 5.96 µM. 300,000 compounds, 1.1% hits. AID 1974;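 active = inhibition above the campaign mean inhibition plus 3 SD, cut at about 35% in these data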;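 also: 0% = GSTO1-1 with DMSO and 100% = wells lacking GSTO1-1 enzyme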
Target sequence (P78417 whole entry, looked up): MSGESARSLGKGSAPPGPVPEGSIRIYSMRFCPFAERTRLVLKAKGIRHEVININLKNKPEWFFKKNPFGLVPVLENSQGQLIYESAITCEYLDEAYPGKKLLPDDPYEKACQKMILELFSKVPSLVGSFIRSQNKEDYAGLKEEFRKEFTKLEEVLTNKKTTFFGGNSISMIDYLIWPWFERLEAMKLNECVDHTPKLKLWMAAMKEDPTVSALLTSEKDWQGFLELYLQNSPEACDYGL
PME-1 inh = PME-1 (human) inhibition. 320,000 compounds, 0.53% hits. inhibition, % at 5.9 µM. AID 2130. Q9Y570. recombinant PME-1, FP-Rh probe fluorescence polarization;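 active = inhibition above the campaign mean of all compounds plus 3 SD, cut at about 26% in these data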;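 also: competitive labeling of PME-1 active site by serine hydrolase directed probe; 0% = PME-1 with DMSO and 100% = wells lacking PME-1 enzyme; inhibitors block probe labeling so polarization falls and inhibition rises; many of its hits are not listed in these tables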
Target sequence (Q9Y570 whole entry, looked up): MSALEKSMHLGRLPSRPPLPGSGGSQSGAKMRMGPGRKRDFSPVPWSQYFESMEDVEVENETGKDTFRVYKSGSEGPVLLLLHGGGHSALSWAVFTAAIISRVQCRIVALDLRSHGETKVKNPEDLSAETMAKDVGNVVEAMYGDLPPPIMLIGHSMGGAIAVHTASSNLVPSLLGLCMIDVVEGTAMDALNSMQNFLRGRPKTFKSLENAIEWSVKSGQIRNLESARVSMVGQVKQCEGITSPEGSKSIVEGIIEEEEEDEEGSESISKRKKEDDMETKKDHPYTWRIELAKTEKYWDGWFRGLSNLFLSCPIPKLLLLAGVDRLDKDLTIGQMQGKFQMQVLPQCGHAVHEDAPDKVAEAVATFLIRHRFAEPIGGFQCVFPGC
Fam108B counter = blocks mouse Fam108B hydrolase in RBBP9 counter-screen. inhibition, % at 9.51 µM. 300,000 compounds, 0.33% hits. recombinant Fam108B, FP-Rh probe fluorescence polarization;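 active = inhibition above the screen mean inhibition plus 3 SD, computed separately per campaign, cut at about 18% in these data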;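 also: inhibitors lower polarization as less probe binds the enzyme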
PAFAH1B3 FP inh = PAFAH1B3 (human) inhibition | recombinant PAFAH1B3, FP-rhodamine probe, fluorescence polarization | inhibition, % at 3.39 µM | 340,000 compounds, 0.28% hits | Q15102 | AID 492972;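 active = inhibition above the screen-wide average of all tested compounds plus 3 SD, cut at about 25% in these data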;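 also: 0% = enzyme with DMSO only and 100% = wells lacking PAFAH1B3 protein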
PAFAH2 inh = inhibitors of human PAFAH2. recombinant PAFAH2, FP-rhodamine activity probe, fluorescence polarization. inhibition, % at 3.39 µM. 340,000 compounds, 0.99% hits. AID 492956;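 active = inhibition above the mean over all tested compounds plus 3 SD, cut at about 30% in these data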;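 also: inhibitors block probe labeling of enzyme so polarization drops; 0% = enzyme with DMSO and 100% = wells lacking PAFAH2 protein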
LYPLA1 inh = blocks human lysophospholipase 1, a PME1 counter-screen. O75608. recombinant LYPLA1, FP-Rh probe fluorescence polarization. inhibition, % at 5.9 µM. 320,000 compounds, 0.16% hits. AID 2174;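 active = inhibition above the mean of all tested compounds plus 3 SD, set per campaign, cut at about 14% in these data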;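 also: inhibitors block serine hydrolase probe labeling of LYPLA1 so polarization falls; 0% = enzyme with DMSO and 100% = wells lacking LYPLA1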
Target sequence (O75608 whole entry, looked up): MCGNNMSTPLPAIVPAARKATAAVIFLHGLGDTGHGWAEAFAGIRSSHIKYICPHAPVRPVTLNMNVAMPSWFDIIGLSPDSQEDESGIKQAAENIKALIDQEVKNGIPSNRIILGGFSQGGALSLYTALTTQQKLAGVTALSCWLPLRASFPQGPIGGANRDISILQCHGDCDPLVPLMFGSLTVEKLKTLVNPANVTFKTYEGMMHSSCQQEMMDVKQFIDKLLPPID
pPAFAH inh = pPAFAH (human) enzyme inhibition; Q13093; inhibition, % at 3.39 µM; 330,000 compounds, 1.5% hits; recombinant pPAFAH, FP-rhodamine probe fluorescence polarization; AID 463082;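 active = inhibition above the mean inhibition across the screen plus 3 SD, cut at about 25% in these data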;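 also: inhibitors block binding of the rhodamine activity-based probe so polarization drops; 0% = enzyme with DMSO and 100% = wells lacking pPAFAH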
* marks the source's active call; other numbers are inactive results; . = not tested or not shown.

#	compound	GSTO1 inh	LYPLA1 inh	PAFAH1B3 FP inh	PAD4 FP inh	Fam108B counter	pPAFAH inh	PME-1 inh	PAFAH2 inh	PAFAH1B2 FP inh
1	COCc1cc(Sc2ccc(Cl)cc2)nc(C)n1	10.9	1.6	1.8	2.0	0.2	4.9	7.7	0.5	6.0
2	O=C(CN1CCN(c2ccccc2)CC1)Nc1c(C(=O)C2CC2)oc2ccccc12	-2.9	-2.7	-3.5	-3.0	-1.9	4.5	-6.1	-4.5	2.4
3	CCOc1ccccc1NC(=O)C1(S(=O)(=O)c2ccc(Cl)cc2)CC1	3.5	-0.7	3.5	-0.6	-2.5	0.0	-0.3	-2.7	9.5
4	CCN(C1CCCCC1)S(=O)(=O)c1ccc(OC)c(C)c1	0.5	1.4	9.8	1.3	-2.0	7.4	2.8	6.3	9.4
5	CC(=O)Oc1ccc(N(C(C)=O)S(=O)(=O)c2ccc(C)c([N+](=O)[O-])c2)cc1	5.2	-4.7	10.4	8.5	-4.0	16.2	9.5	-7.7	4.5
6	CCC(C)(C)NC(=O)CN(C(=O)CCC(=O)Nc1nccs1)c1cccc(C)c1C	-0.5	0.4	7.6	3.5	-2.3	1.2	-0.3	-5.3	4.2
7	O=C1c2oc3ccccc3c(=O)c2C(c2cccnc2)N1Cc1ccco1 (centres undefined)	-6.8	0.8	1.3	-2.4	-2.1	-3.8	-4.1	-7.0	-2.2
8	Cc1cccc(C)c1OCc1nnc(SCC(=O)Nc2ccc(N3CCOCC3)cc2)o1	14.2	-0.6	9.0	0.2	6.0	1.2	2.1	5.0	2.3
9	CN(C(=O)CO/N=C/c1ccc(OC(F)F)cc1)C1CCS(=O)(=O)C1 (centres undefined)	2.2	1.0	3.8	-1.9	0.5	0.2	-5.9	2.1	3.2
10	COc1ccc(C(C#N)c2ccc(Cl)nn2)cc1 (centres undefined)	-3.2	3.3	.	0.9	1.4	0.4	2.9	.	.
11	C=CCNC(=O)NC(=O)COC(=O)/C(C#N)=C/c1cc(C)n(CC(C)C)c1C	4.2	-2.7	-0.8	-0.8	-5.7	2.2	-8.0	-1.5	4.0
12	COc1cc(C(=O)N2CCN(c3ccc([N+](=O)[O-])cc3)CC2)ccc1OCc1c(C)noc1C	3.4	0.6	7.3	-2.2	-4.2	3.9	-4.0	2.8	1.1
13	CC(=O)Nc1ccc(S(=O)(=O)NC2CCSc3ccccc32)cc1 (centres undefined)	-0.3	3.0	1.7	3.5	1.4	0.3	16.6	-5.5	4.4
14	Cc1cccc(C(=O)N2CCN(CCNC(=O)C(=O)Nc3ccc(F)cc3)CC2)c1	4.4	-0.1	-10.0	-8.6	2.3	1.9	-3.0	0.0	3.4
15	COc1ccc(C(=O)Nc2cccc3c2CCCC3)cc1OC	6.5	-3.2	8.4	0.6	3.1	2.6	3.0	-2.2	0.8
16	CC(C)Cn1c(-c2ccco2)n[nH]c1=S	1.2	0.2	8.2	0.9	-2.2	0.3	-0.4	-2.8	14.7
17	O=C(O)Cn1cc(/C=C2/NC(=O)N(c3ccc(Cl)cc3)C2=O)c2ccccc21	2.5	-0.4	2.0	-4.7	8.7	5.6	23.0	-1.7	10.2
18	CSc1ncnc2sc(C)c(C)c12	7.2	-4.0	12.9	-0.2	2.0	-0.3	-0.2	-4.8	5.9
19	CC(C)C(=O)Nc1cccc(-c2nc3ccccc3o2)c1	-1.0	1.2	1.9	0.3	0.6	-6.1	-0.5	-3.5	-0.3
20	O=C1NC(c2ccccc2)=C(c2ccc3ccccc3n2)C(c2ccc(F)cc2)N1 (centres undefined)	-1.4	-3.7	-1.9	-5.8	-3.1	7.1	-1.1	-6.3	4.4
21	O=C(CSc1nc2ncccc2[nH]1)Nc1c(F)cc(F)cc1Br	2.2	0.6	3.3	0.1	-1.5	5.5	1.4	5.7	-1.6
22	CCS(=O)(=O)Nc1ccc(-c2nc3cccnc3s2)cc1	-3.0	1.5	0.0	0.4	-2.4	6.9	8.9	1.9	3.5
23	CCC(CO)Oc1cc(NCc2ccc(F)cc2)c2ncn(C(C)C)c2c1 (centres undefined)	.	.	5.8	-7.8	.	8.5	.	0.3	3.9
24	CC(=O)Nc1ccc(S(=O)(=O)N(C)CC(=O)NNC(=O)c2cccs2)cc1	.	.	10.8	0.2	.	1.9	.	-3.5	4.3
25	COc1ccc(C(=O)NCc2nnc(SCC(=O)NC3CCCC3)o2)cc1	8.2	-2.1	2.7	2.5	4.2	1.9	-16.2	1.4	7.0
26	CCN1C(=O)/C(=C/c2nc3ccccc3c(=O)[nH]2)c2ccccc21	11.9	-3.1	7.2	-1.7	2.2	4.3	2.3	-5.3	1.8
27	C=CCn1c(SCC(=O)Nc2cc(C)on2)nc2sc(CC)cc2c1=O	-5.5	-2.3	7.0	-3.9	-4.3	2.5	0.1	-8.6	-0.6
28	Cc1cc(F)c(F)c(C(=O)NC2CC2)c1Cl	3.6	-6.2	9.1	0.0	-3.5	3.7	0.0	-0.5	1.1
29	N=c1n(CCN2CCCCC2)c2ccccc2n1CC(O)c1ccc(Cl)c(Cl)c1 (centres undefined)	5.0	5.3	2.8	5.5	1.8	3.8	1.7	-9.2	-0.8
30	CCCCCN(C(=O)CCC(=O)OCC(=O)c1ccc(C(C)CC)cc1)c1c(N)n(CCCC)c(=O)[nH]c1=O (centres undefined)	6.5	-0.6	-1.6	-0.7	3.6	0.6	-5.9	-5.3	3.3
31	CCc1sc(N(C(=O)Cc2ccccc2)c2ccccc2F)nc1-c1ccc(C)cc1	3.3	-3.6	-2.0	-0.9	4.0	2.5	1.6	-4.9	0.3
32	COc1ccc(OC)c(Nc2cc(C(=O)NCCCN3CCOCC3)c3ccccc3n2)c1	-0.2	-3.5	5.0	2.2	10.3	5.2	1.5	5.1	-1.0
33	Cc1cccc(NC(=S)NC(=O)/C=C/c2ccco2)n1	9.5	-6.2	6.7	-3.2	-2.1	5.9	1.6	9.8	5.5
34	COC(=O)c1oc2ccccc2c1NC(=O)/C=C/C(=O)O	-3.0	2.2	10.9	-1.7	-3.2	7.7	-4.7	4.5	2.5
35	CCOc1ccc(OCCC(=O)Nc2ccc(F)cc2C)cc1	2.8	3.3	1.8	-1.3	4.9	3.7	-3.1	2.5	1.3
36	O=C1c2cccnc2C(Nc2ccc(F)c(Cl)c2)N1Cc1cccs1 (centres undefined)	7.2	-6.6	-8.9	4.9	2.1	2.8	6.0	3.4	-0.5
37	COc1ccc(N2CS(=O)(=O)/C(=C/N(C)C)C2=O)cc1	4.2	-1.4	0.4	6.7	-6.5	1.4	-4.5	-1.7	-1.8
38	N#CC(C(=O)c1ccc(S(=O)(=O)N2CCCCCC2)cc1)c1nc2ccccc2[nH]1 (centres undefined)	-6.2	-1.8	4.6	-2.0	4.3	5.3	-1.4	-3.6	4.3
39	COc1cc(CC(=O)OCC(=O)Nc2cc(S(=O)(=O)N3CCCC3)ccc2Cl)cc(OC)c1OC	-0.4	-2.0	-2.5	-1.5	3.1	2.6	14.9	-3.3	0.6
40	O=c1c2[nH]c3cccc(Cl)c3c2ncn1CC1CCCO1 (centres undefined)	-7.7	-5.3	6.4	-0.5	1.6	1.5	-3.5	-0.4	0.5
41	Cc1cccc(C)c1NC(=O)C1CCCN1C(=O)NCc1ccccc1 (centres undefined)	6.5	2.1	0.1	-3.2	-4.3	1.0	2.4	-9.0	-0.6
42	CC(NC(=O)C1CCN(S(=O)(=O)c2ccc3nc4c(c(C(=O)O)c3c2)CCCC4)CC1)c1ccccc1 (centres undefined)	6.3	-4.1	3.7	1.1	-1.6	9.2	-2.3	-3.2	5.3
43	O=C(COC(=O)c1ccc(S(=O)(=O)N2CCCC2)cc1)Nc1cccc(Cl)c1	.	-2.5	-5.0	-0.2	.	1.6	-3.3	-0.5	0.2
44	CCN1CCN(S(=O)(=O)c2cccc([N+](=O)[O-])c2)CC1	7.3	-1.7	2.6	-3.2	0.6	0.8	0.0	0.3	5.9
45	C#Cc1cccc(C(=O)N2CCCC(Nc3cccc(F)c3)C2)c1 (centres undefined)	2.4	-0.2	-4.4	-5.7	-2.7	-0.7	10.1	4.9	2.6
46	CC1CCN(S(=O)(=O)c2cccc(C(=O)Nc3nccs3)c2)CC1	0.0	0.7	3.9	-0.5	5.6	-4.2	-0.3	-1.2	22.1
47	Cc1cc(F)ccc1S(=O)(=O)Nc1ncnc2sc3c(c12)CCC3	-6.3	-1.9	-0.6	2.6	2.0	0.9	0.6	1.0	-1.1
48	Cc1cc(NC(=O)CSc2nnc(NC(=O)C3CC(=O)N(c4ccccc4)C3)s2)no1 (centres undefined)	-0.6	-0.5	7.7	-7.7	-9.6	-7.3	2.2	-1.8	-1.9
49	Cc1ccc(S(=O)(=O)N(C)C)cc1NC(=O)CN1C(=O)NC2(CCCCCCC2)C1=O	-1.9	-0.9	2.3	-0.5	-3.5	3.7	-2.5	0.1	0.6
50	CCS(=O)(=O)n1nc(-c2ccccc2)nc1N	1.9	-0.2	3.4	-5.1	-3.8	2.0	3.0	-1.4	2.6

Later entries.
#	compound	GSTO1 inh	LYPLA1 inh	PAFAH1B3 FP inh	PAD4 FP inh	Fam108B counter	pPAFAH inh	PME-1 inh	PAFAH2 inh	PAFAH1B2 FP inh
51	O=C(c1ccco1)N1CCN(c2ccc([N+](=O)[O-])cc2F)CC1	5.8	3.1	1.0	0.1	-1.2	3.5	1.3	-1.0	-0.1
52	COc1ccc(CCNC(=O)N[C@@H](Cc2ccccc2)C(=O)O)cc1	-1.3	3.1	-2.5	-1.3	0.7	0.0	-3.9	-0.7	8.6
53	O=C(NC1CC1)c1cccc2c1C(=O)c1ccc(N3CCC(Cc4ccccc4)CC3)cc1S2(=O)=O	.	.	-8.7	2.2	.	11.8	.	-11.4	-4.4
54	O=C(/C=C/c1ccccc1[N+](=O)[O-])NC1CCCC1	-4.2	-4.3	11.8	-4.7	-0.8	-0.8	-2.6	-7.5	5.6
55	CC[n+]1c(C)n(-c2ccccc2)c2ccc(C(=O)OC)cc21	-0.1	-5.2	7.8	-6.2	-0.7	0.5	0.1	-2.0	0.3
56	CN(C(=O)c1cc2ccccc2o1)c1c(N)n(Cc2ccccc2)c(=O)[nH]c1=O	.	.	-8.9	1.1	.	2.4	.	-3.0	0.8
57	CCCCCOc1ccc(C(=O)NCC2(c3ccccc3)CCOCC2)cc1	5.4	5.0	0.7	-6.8	-1.3	9.7	2.1	-3.9	8.1
58	C=CCOC(=O)C1=C(C)NC(=O)NC1C1CC=CCC1 (centres undefined)	-3.4	-1.9	7.5	-4.8	-1.3	0.2	-4.9	-1.8	3.1
59	CCOC(=O)CCC(=O)N1CCOCCN(C(=O)CCC(=O)OCC)CCOCC1	12.8	-5.5	1.9	-0.7	2.6	-6.7	-2.2	2.4	2.7
60	O=C(/C=C/c1ccccc1)Nc1ccc(Br)cn1	1.5	1.1	2.6	1.7	-2.8	1.5	-9.3	-3.3	3.5
61	CN1C(=O)CC(=O)N(C)c2cc(S(=O)(=O)N(C)Cc3ccccc3)ccc21	9.0	-5.5	6.5	2.6	-3.1	6.0	-1.8	1.5	0.3
62	O=C(COc1ccc(Cl)cc1)NCCS(=O)(=O)N1CCN(c2ccccc2F)CC1	-3.7	-0.6	-0.4	-2.2	0.1	9.3	-0.2	-1.3	4.1
63	COC(=O)c1cc(C(=O)c2cc(F)ccc2O)cn2c(=O)c3c(C)c(C)sc3nc12	10.0	-7.0	-8.7	-3.4	-1.0	5.3	-8.2	-5.7	-2.3

Not all compounds are listed (hit frequency here may not be typical).
